From PubChem BioAssay
DENV2 CPE: protects cells from dengue virus 2 cytopathic effect; DENV2-infected cells, cytopathic effect rescue, plate reader; CPE inhibition, % at 9.99 µM; hit rate 1.7% among 350,000; AID 651640; in the data active = CPE inhibition above about 20%, passing the limit was not always enough; inconclusive = no clear call, values can overlap the other calls; tested in BHK-21 cells;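 also: 0% = median of neutral control wells and 100% = median of positive control wells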
RAD52 anneal inh: RAD52 (human) annealing inhibition; P43351; recombinant RAD52 DNA annealing, FRET fluorescence; inhibition, % at 18.7 µM; hit rate 0.46% among 360,000; AID 651710;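 active = every replicate showing at least 50% inhibition; inconclusive = mean inhibition at least 50% but not in every replicate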
GSIS activator: primary screen for activators of insulin secretion dependent on glucose, INS-1E cells, GLuc reporter luminescence; INS-1E GLuc reporter insulin secretion, 2-3 h; activation, % at 16.6 µM; hit rate 0.61% among 370,000;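 active = lowest replicate activation of at least 40%, so every replicate reaches that level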;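 also: 0% = median of neutral control wells and 100% = median of IBMX positive control wells; some compounds called inactive have numbers as strong as hits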
RAD54 branch: blocks human RAD54 Holliday junction branch migration. Q92698. FAM/BHQ fluorescence. inhibition, % at 10.4 µM. hit rate 0.14% among 360,000. AID 602329;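 active = mean normalized replicate activity at least 40 and at least half of replicates scoring 40 or more; inconclusive = only one of the two criteria met; inactive = mean below 40 and under half of replicates reaching 40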;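 also: 0% = median of neutral control wells and 100% = median of positive control wells; inhibitors cause a drop in the FAM fluorescence signal; in these data hits start at about 50%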
E-selectin induc: induces E-selectin expression in human endothelial cells; HUVEC E-selectin immunofluorescence imaging; normalized: neutral wells 0, TNF-alpha wells 100; activation, % at 7.58 µM; hit rate 0.37% among 260,000;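 active = mean E-selectin-positive cell signal at least 10% of the positive control, reached in at least 60% of replicates, without over 20% cell loss; inconclusive = no rule given, readout overlaps actives, possibly toxicity-flagged; inactive = the rest, including those meeting only one limit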;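 also: in these data hits start at about 27%; measured in HUVEC primary endothelial cells; signal is the percent of cells scored E-selectin positive by PE staining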
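Test system: HUVEC; input: 3,000 HUVEC/well; measured by: immunofluorescence imaging; read-out: % PE-positive cells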
XiGFP reactiv: activators of X-chromosome reactivation in mouse fibroblasts | XiGFP mouse fibroblasts, % GFP-positive cells imaging, 3 d; cells co-treated with 5-aza-dC sensitizer; scaled so ellipticine positive control = 100% | activation, % at 7.58 µM | hit rate 0.055% among 360,000 | AID 743238;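 active = mean normalized replicate activation at least 10% and every replicate at or above 10%; inconclusive = only one of the two criteria met; inactive = mean below 10% and not all replicates reach 10%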;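 also: 0% = median of on-plate neutral control wells and 100% = ellipticine 6 µM median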
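System: 68-5-11 XiGFP fibroblast line | Buffer or medium: DMEM containing 5-aza-dC | Compound: Single point | Times: Compounds 3 days, fix/stain 15 min at room temperature | Benchmarks: Positive control ellipticine, 6 µM final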
CFTR F508del cor: CFTR F508del correction in bronchial cells; CFBE cells, YFP halide quenching; stimulated with forskolin plus potentiator P3; % fluorescence drop versus neutral controls; hit rate 0.36% among 350,000; activity (quench increase), % at 7.58 µM;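 active = mean added fluorescence quench of at least 8% versus neutral control, with both replicates also reaching 8%; inconclusive = only one of the mean or replicate conditions met; inactive = mean below 8% and not both replicates reaching 8%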;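 also: cells transiently co-express mutant CFTR-F508del with the halide-sensitive YFP; corrector assay measuring rescue of mutant channel to the surface after 24 h compound exposure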
CASP6 VEID inh: blocks human caspase-6 cleavage activity; P55212; inhibition, % at 12.5 µM; purified caspase-6, Z-VEID-R110 cleavage fluorescence; hit rate 0.53% among 350,000;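 active = mean inhibition across replicates at least about 35%, with every replicate also reaching that limit, limit read from the data; inconclusive = only one of the two criteria met; inactive = neither criterion met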;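 also: 0% = median of neutral control wells and 100% = no fluorescence left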
An asterisk follows results filed as active; ? = inconclusive; nt = not tested or not shown.

SMILES	DENV2 CPE	RAD52 anneal inh	GSIS activator	RAD54 branch	E-selectin induc	XiGFP reactiv	CFTR F508del cor	CASP6 VEID inh
CCc1cc(=O)oc2c(CNCc3ccc(OC)cc3OC)c(O)c(Cl)cc12	-2.5	-11.6	21.5	-21.4	0.0	0.2	-0.2	-5.2
COc1cccc(C(=O)C(=O)N2CCN(C(=O)OCc3ccccc3)CC2)c1	-0.9	-10.7	-7.6	nt	8.0	0.0	-0.7	-2.3
C[C@@H]1CN([C@@H](C)CO)C(=O)c2cc(NC(=O)CCCN(C)C)ccc2O[C@H]1CN(C)Cc1ccc(Oc2ccccc2)cc1	12.0	3.0	-0.4	7.6	-6.1	0.3	-1.4	-38.1
COc1ccccc1C(=O)NCC(=O)N1CCN(S(=O)(=O)c2ccccc2C(F)(F)F)CC1	4.8	0.1	-5.2	7.4	-1.1	0.2	1.3	6.7
Cc1cccc(OCC(=O)N/N=C\c2cccn2C)c1C	-4.2	-20.6	-13.1	-7.7	4.3	0.0	-3.5	2.2
COCc1cc(C(C)=O)ccc1OCC(=O)Nc1ccc(NC(C)=O)cc1	-3.6	-23.9	6.2	nt	-0.2	-0.1	2.5	-0.5
Cc1ccc2c(Cl)c(C(=O)N/N=C/c3cccn3C)sc2c1	4.7	-2.8	48.0	1.6	0.9	-0.1	nt	-1.3
Fc1ccccc1-c1nc(NCc2ccccc2)c2ccccc2n1	-2.7	-27.4	nt	6.6	nt	0.0	1.7	0.1
O=c1c2ccccc2nc(SCc2nnc(-c3ccccc3)o2)n1-c1ccccc1	-4.8	-4.8	nt	4.2	nt	nt	-0.3	-1.3
C[C@@H]1CN([C@H](C)CO)C(=O)c2cc(NC(=O)Nc3cccc4ccccc34)ccc2O[C@@H](C)CCCCO[C@H]1CN(C)C(=O)C1CCCCC1	7.5	6.3	11.3	-2.3	0.4	0.1	0.0	-2.5
O=C(COC(=O)CSc1ccc([N+](=O)[O-])cc1)NC1CCCCCCC1	-8.2	-8.4	8.0	-9.1	0.1	0.0	-2.5	2.0
C[C@H](CO)N1C[C@H](C)[C@@H](CN(C)C(=O)c2ccccc2)Oc2ncc(-c3ccc(C#N)cc3)cc2C1=O	-2.5	-1.5	17.2	12.7	0.1	0.3	-0.5	-2.2
COc1cccc(NC(=O)N(C)C[C@@H]2Oc3cc(C#Cc4ccc(F)cc4)ccc3S(=O)(=O)N([C@@H](C)CO)C[C@@H]2C)c1	-12.2	12.1	7.9	-12.1	0.7	-0.7	0.3	-0.5
CC(OC(=O)c1ccc(Cl)nc1)C(=O)NCc1ccc2c(c1)OCO2 (stereo not drawn)	15.1	-6.9	1.0	-1.9	2.1	0.0	3.8	-12.4
O=C1CS/C(=N\NC(=O)c2ccccc2)N1	8.9	-7.1	nt	-1.3	nt	0.0	1.0	1.1
O=C(C[C@H]1C=C[C@@H](NC(=O)Nc2ccc(C(F)(F)F)cc2)[C@@H](CO)O1)NCc1cc(F)cc(F)c1	-3.6	4.1	-14.3	-2.2	0.7	-0.6	0.6	1.9
CCn1c(COc2ccccc2)nnc1SCC(=O)Nc1ccc(N2CCOCC2)cc1	-5.1	-17.6	4.3	6.8	nt	0.0	-2.6	-4.7
COC(=O)C1=C(C)N(C)C(=O)NC1c1ccc(O)c(OC)c1 (stereo not drawn)	10.6	-6.2	nt	4.4	-0.2	0.0	-0.7	3.2
CCC(C)(C)c1ccc(OCCCC[n+]2cccc(C)c2C)c(C(C)(C)CC)c1	-16.8	66.0*	nt	36.2	nt	0.1	1.7	-49.2
O=C(O)C[C@H]1C[C@@H]2c3cc(NC(=O)c4cccnc4)ccc3O[C@@H]2[C@H](CO)O1	1.7	-16.1	11.5	6.0	0.0	0.1	-0.9	0.9
CCCC(=O)Nc1ccc2c(c1)C(=O)N(C)C[C@H](OC)[C@@H](C)CN(Cc1ccc(-c3ccccn3)cc1)[C@@H](C)CO2	12.7	13.5	-39.1	-4.8	-0.1	0.3	-9.8	1.8
COc1cc(OC)cc(C(=O)NC(C)c2ccc(Br)cc2)c1 (stereo not drawn)	-6.0	-16.3	8.9	-5.2	-0.1	0.3	0.0	2.7
COc1ccc(S(=O)(=O)Nc2ccc3c(c2)C(=O)N([C@@H](C)CO)C[C@H](C)[C@H](CN(C)C(=O)Nc2cccc4ccccc24)OCCCC[C@H](C)O3)cc1	-11.5	nt	8.7	4.9	0.7	-1.2	-2.3	nt
Oc1cc2c(c(Cl)c1O)CCNCC2c1ccccc1 (stereo not drawn)	-2.1	-3.5	-5.5	-2.4	0.4	?	3.3	4.2
COc1ccc([C@H]2CC(=O)C=C(c3ccc(Br)c4ccccc34)C2)cc1	-0.5	2.1	8.5	8.9	-0.1	0.0	2.7	-3.4
CON1C(=O)C(=O)N(OC)C(C)(C)C1(C)C	-2.0	-5.5	nt	nt	-1.6	0.0	3.6	-1.2
CN(Cc1ccncn1)C(=O)C1CCC(=O)N(Cc2cccc(C(F)(F)F)c2)C1 (stereo not drawn)	-3.8	-2.3	-5.1	-1.4	0.0	0.2	2.6	2.4
CC(=O)NC(CC(=O)N(C)C1CCCCC1)c1ccccc1 (stereo not drawn)	9.2	-7.3	-4.9	2.5	nt	nt	-0.1	-2.6
CCCN(C)C[C@@H]1Oc2cc(-c3ccccc3C)ccc2S(=O)(=O)N([C@@H](C)CO)C[C@H]1C	nt	nt	-2.7	nt	0.0	-1.1	1.2	nt
CCN(CC)C(=O)NC(c1ccc(C)c(F)c1)C(Cl)(Cl)Cl (stereo not drawn)	6.5	-5.1	-9.3	nt	-2.0	0.1	nt	-1.3
CCN1CC(=O)N2[C@H](CO)[C@@H](c3ccc(-c4cccnc4)cc3)[C@H]2C1	0.7	8.9	7.4	nt	0.1	0.0	-0.2	1.1
CC(=O)c1c(C)[nH]c(C(=O)Nc2ccccn2)c1C	-2.1	-6.2	7.2	9.1	nt	0.1	-2.6	-0.9
COc1ccccc1C(=O)NCC(=O)OCc1csc(-c2ccccc2)n1	nt	nt	-22.6	1.2	1.6	1.5	nt	nt
O=C(/C=C/c1ccco1)Nc1nc(-c2ccccc2)cs1	-9.5	-24.0	-9.8	-2.1	nt	0.1	-0.2	0.1
Fc1cccc(Nc2nc(-c3ccncc3)nc3ccccc23)c1	3.5	-9.8	nt	0.2	1.0	0.0	nt	53.0*
N#Cc1ccccc1NC(=O)CSc1ccc([N+](=O)[O-])cn1	0.7	-13.2	6.0	nt	0.3	0.3	-6.2	0.1
CNC[C@H]1Oc2ncc(-c3cccc(C(=O)N(C)C)c3)cc2C(=O)N([C@@H](C)CO)C[C@H]1C	0.8	-12.8	10.0	6.9	-0.8	-1.5	-2.5	-0.8
CCCN(CC1CC1)C(=O)COC(=O)c1ccc2c(c1)C(=O)N(c1ccc(OCC)cc1)C2=O	4.1	-64.8	8.7	nt	0.0	0.4	3.4	-3.4
CC(=O)N(C)C[C@H]1Oc2ncc(-c3ccc(F)cc3)cc2C(=O)N([C@H](C)CO)C[C@H]1C	10.4	-2.2	22.6	3.0	-0.3	0.1	-0.5	-3.9
Cn1c(N)c(S(=O)(=O)NCc2ccc(F)cc2)c(=O)n(C)c1=O	0.8	-7.8	28.3	0.1	0.4	0.1	-0.9	0.8
CC(=O)Nc1cc(-c2ccsc2)cn2c(-c3ccc(F)cc3)cnc12	1.2	-16.5	3.7	-2.7	0.0	0.0	-2.2	2.5
COc1ccc(NC(=O)C2Cc3c(-c4ccc(Cl)cc4)ccnc3O2)cn1 (stereo not drawn)	-8.5	1.2	-18.0	-3.1	0.4	0.0	-1.5	3.4
COCCCn1c(=O)c2ccccc2n(CC(=O)N2CCCc3ccccc32)c1=O	6.9	-15.6	1.4	-0.9	1.3	0.3	-0.7	-0.6
C[C@H](O)C#Cc1cnc2c(c1)C(=O)N([C@H](C)CO)C[C@H](C)[C@@H](CN(C)C(=O)CC1CC1)O2	-2.4	12.6	16.5	3.6	-0.8	0.6	3.9	-5.7
Cc1cc(N/N=C(/CCC(=O)O)C(=O)O)nc2ccccc12	4.1	-26.5	-3.8	nt	nt	0.4	-0.6	-0.5
Cn1nc(C(=O)Nc2ccc3c(c2)OCO3)c2ccccc2c1=O	-5.1	-13.3	4.5	13.0	0.4	0.0	-1.1	-0.5
Cc1ccc(S(=O)(=O)N2CCOCC2)cc1C(=O)OCC(=O)NC1CCCCC1	-0.1	-5.7	-23.2	9.6	-0.2	0.2	-1.1	6.0
Brc1ccc(-c2ncc3ccccn23)cc1	-4.0	-15.4	-7.9	-2.7	5.2	-0.1	2.9	0.1
CCN(CCCNC(=O)c1ccc2c(c1)NC(=O)CN2C)c1cccc(C)c1	-2.1	-9.2	-17.2	-4.2	nt	0.0	1.3	0.2
O=C(NCC1CCCO1)Nc1cc(Cl)cc(Cl)c1 (stereo not drawn)	1.9	-7.4	-5.1	nt	nt	0.0	nt	1.5
CN1C(=O)N(CC(=O)N2CCN(S(=O)(=O)/C=C/c3ccccc3)CC2)C(=O)C12CCCCC2	-9.1	3.1	-7.7	-2.4	1.0	0.4	-2.0	6.5
COc1ccccc1NC(=O)N1C[C@H](O)COC[C@H]2O[C@@H](CC(=O)N3CCC(Cc4ccccc4)CC3)CC[C@@H]21	0.6	9.4	-11.6	-1.9	0.3	-0.1	1.9	2.3
COCC(=O)N(C)C[C@@H]1Oc2cc(C#CCN(C)C)ccc2S(=O)(=O)N([C@H](C)CO)C[C@@H]1C	-14.6	12.7	0.9	4.6	0.4	-0.6	-2.3	-0.9
Cc1cc(C)c(S(=O)(=O)N2CCCC(C(=O)NCCC3=CCCCC3)C2)c(C)c1 (stereo not drawn)	6.8	-3.1	nt	-5.1	nt	nt	2.1	12.5
Cc1ccc(S(=O)(=O)Nn2c(O)c(C=C3N=c4ccccc4=N3)sc2=S)cc1	?	-16.1	-22.8	nt	0.2	-0.2	-2.3	27.8
COCCN(CCOC)C(=O)CN1C(=O)NC(Cc2c[nH]c3ccccc23)C1=O (stereo not drawn)	-5.8	-12.7	-5.7	20.2	0.3	0.5	0.4	0.1
CN1C(=O)c2cc(NC(=O)C3CC3)ccc2OC[C@@H]2O[C@@H](CC(=O)O)CC[C@H]21	6.3	-20.9	2.8	nt	0.0	0.0	-1.0	1.1
O=C(/C=C/c1ccc(O)c(O)c1)OC1C(O)CC(OC(=O)/C=C/c2ccc(O)c(O)c2)(C(=O)O)CC1O (stereo not drawn)	-4.7	-4.3	10.2	-2.3	0.1	0.0	-0.9	3.1
C=CCSc1n[nH]c(=O)n1-c1cccc(C(F)(F)F)c1	?	-3.0	16.5	5.2	-0.1	0.2	-1.8	3.2
CCCC(=O)Nc1cc(C)cn(Cc2c(F)cccc2Cl)c1=O	-5.6	-41.5	-8.5	5.0	nt	0.1	-0.5	5.1

Single entries from above:
`COCC(=O)N(C)C[C@@H]1Oc2cc(C#CCN(C)C)ccc2S(=O)(=O)N([C@H](C)CO)C[C@@H]1C` in XiGFP reactiv has -0.6
`COCCN(CCOC)C(=O)CN1C(=O)NC(Cc2c[nH]c3ccccc23)C1=O` (stereo not drawn) in RAD54 branch has 20.2

Not a hit list; overall some 3.7% were active at least once.
